Screening data deposited in PubChem by National Center for Advancing Translational Sciences (NCATS).
PTHR1 agonist: qHTS for PTHR1 Agonists: Primary Screen; Parathyroid hormone/parathyroid hormone-related peptide receptor (Homo sapiens), Q03431; HEK293 GP2 PTHR1 cells, GloSensor cAMP luminescence, 1 h; Potency, µM (highest dose often 115 µM), for inactives: top-dose activation, actives largely listed as activators; hit rate 0.075% among 410,000; AID 743266, 2014; also: potency is read from the fitted curve at half-maximal effect; nearly all actives have a fitted effect of over 55% in size; some results filed as inactive show a strong effect at the top dose; inactives centre near -15; many of its hits are not listed in these tables
Target sequence (Q03431 whole entry, looked up): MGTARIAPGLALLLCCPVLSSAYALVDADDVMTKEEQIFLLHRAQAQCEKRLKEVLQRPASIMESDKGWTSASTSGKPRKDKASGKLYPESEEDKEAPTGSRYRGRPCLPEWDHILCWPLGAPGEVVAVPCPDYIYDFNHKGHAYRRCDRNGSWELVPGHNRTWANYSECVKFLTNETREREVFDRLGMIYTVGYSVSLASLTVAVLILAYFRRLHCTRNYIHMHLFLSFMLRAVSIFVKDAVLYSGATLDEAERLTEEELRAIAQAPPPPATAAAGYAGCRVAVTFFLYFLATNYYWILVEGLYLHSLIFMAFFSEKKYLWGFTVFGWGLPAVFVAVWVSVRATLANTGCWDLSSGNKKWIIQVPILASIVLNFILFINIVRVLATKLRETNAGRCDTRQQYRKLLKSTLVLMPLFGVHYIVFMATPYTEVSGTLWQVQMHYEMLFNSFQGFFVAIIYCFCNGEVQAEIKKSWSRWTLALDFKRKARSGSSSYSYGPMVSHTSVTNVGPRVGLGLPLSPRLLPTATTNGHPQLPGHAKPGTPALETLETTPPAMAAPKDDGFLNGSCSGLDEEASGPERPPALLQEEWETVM
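HEK-293-derived GP2 cells expressing PTHR1 and a GloSensor cAMP reporter, 3,000/well, plated overnight, given luciferin plus IBMX (each 0.5 mM as added) for 1 h at 37 °C, then compound for 1 h at 37 °C. Luminescence was read after 15 min at room temperature.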
pAkt inh: HTS Assay for Inhibitors of Akt Phophorylation: Primary Screen; Neuro2A IGF-stimulated pAkt S473 HTRF, 20 min; stronger effect = lower value; activity change, % for hits at 50 µM; AID 651550, 2012; hit rate 0.32% among 360,000; in the data active = activity change below about -80%; inconclusive = mostly about -51% to -80%; also: % is scaled to controls: 0 for no effect and ±100 for the full control effect
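Neuro2A cells in DMEM with 0.5% FBS, overnight at 37 deg C, given compound at single 50 µM final, then IGF (6 nM final) for 20 min at 37 deg C. Lysed; phospho-Akt Ser473 by HTRF after 24 h, 665/615 ratio.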
EPAC2 agonist: qHTS for Agonist of cAMP-regulated guanine nucleotide exchange factor 4 (EPAC2): primary screen | hit rate 0.079% among 360,000 | AID 720711, 2013 | EPAC2 activation, biochemical qHTS; response scale: 100% = 6.5 mM cAMP response | Potency, µM (doses to about 154 µM), for inactives: top-dose activation, actives largely listed as activators | Rap guanine nucleotide exchange factor 4 (Homo sapiens), Q8WZA2; also: potency is read from the fitted curve at half-maximal effect; nearly all actives have a fitted effect of over 50% in size
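Compounds were titrated in qHTS against a Rap1B-BODIPY-GDP (250 nM) complex with EPAC2 (100 nM) and GDP (50 uM). BODIPY-GDP release tracked at 480/540 nm over 30 min at room temperature, normalized to 6.5 mM cAMP.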
CCT chaperon mod: High-Throughput Screening for Modulators of Cytosolic Chaperonin Activity; activity change, % (no concentration beside the values), hits read low; purified chaperonin ATPase assay, HTRF ADP detection, 30 min; hit rate 0.3% among 360,000; AID 651819, 2012; in the data active = activity change below about -30%; also: % is scaled to controls: 0 for no effect and ±100 for the full control effect
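Nucleotide hydrolysis assay: TRiC at 20–40 nM final (set by batch activity) with 10 uM ATP, 30 min at 37 °C, in presence of 76 uM compound. Detection by competitive ADP HTRF, 30 min ambient.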
D3 antag: qHTS of D3 Dopamine Receptor Antagonist: qHTS | hit rate 2.5% among 360,000 | D3R cells, DiscoveRx beta-arrestin luminescence, antagonist mode; stronger effect = lower value | max response, negative = inhibition, % | AID 652054, 2013 | D(3) dopamine receptor (Homo sapiens), P35462; in the data active = max response below about -50%; inconclusive = no clear call, values can overlap the other calls; also: % is scaled to controls: 0 for no effect and ±100 for the full control effect; mostly tested at two doses, the higher about 12 µM
Target sequence (P35462 whole entry, looked up): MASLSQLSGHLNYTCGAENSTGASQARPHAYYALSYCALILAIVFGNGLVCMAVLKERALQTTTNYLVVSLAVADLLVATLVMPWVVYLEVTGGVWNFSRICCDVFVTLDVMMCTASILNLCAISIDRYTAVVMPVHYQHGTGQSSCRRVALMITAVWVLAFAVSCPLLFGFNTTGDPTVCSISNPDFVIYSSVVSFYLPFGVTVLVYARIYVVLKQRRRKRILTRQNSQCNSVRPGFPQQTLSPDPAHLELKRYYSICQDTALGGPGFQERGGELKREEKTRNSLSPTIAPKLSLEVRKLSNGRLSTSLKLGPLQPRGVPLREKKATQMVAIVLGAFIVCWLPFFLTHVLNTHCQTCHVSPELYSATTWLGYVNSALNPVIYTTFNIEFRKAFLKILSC
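Cells plated overnight at 1500 cells/well, then exposed to library compounds with dopamine controls for 90 minutes at 37 degrees C. DiscoveRx reagent added for 30–60 minutes at room temperature; luminescence read, quantitative HTS format.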
Mm-Cpn inhibitor: Inhibitors of TCP-1 ring complex (TRiC) of Methanococcus maripaludis (MmCpn): qHTS | Chaperonin Mm-Cpn (Methanococcus maripaludis) | purified Mm-Cpn ATPase, ADP Transcreener TR-FRET | Potency, µM (top dose mostly 76.9 µM), for the others: top-dose activity, negative = inhibition, most hits filed as inhibitors | hit rate 0.031% among 330,000 | AID 504842, 2011; also: potency is read from the fitted curve at half-maximal effect; % is scaled to controls: 0 for no effect and ±100 for the full control effect; nearly all actives have a fitted effect of over 80% in size
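Reaction buffer contained 30 mM Tris pH 7.4, 100 mM KCl, 5 mM MgCl2 and 1 mM DTT. Mm-CPN (25 nM final) hydrolysed 10 uM ATP over 30 min at 37°C; ADP was read by HTRF.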
EPAC2 antag: qHTS for Antagonist of cAMP-regulated guanine nucleotide exchange factor 2 (EPAC2): primary screen | hit rate 0.18% among 360,000 | Potency, µM (titrated, usually from 114 µM), for inactives: at the top dose activity, negative = inhibition, hits mostly inhibitors | EPAC2 GEF exchange of Rap1B-BODIPY-GDP, fluorescence | Rap guanine nucleotide exchange factor 4 (Homo sapiens), Q8WZA2 | AID 720708, 2013; also: potency is read from the fitted curve at half-maximal effect; % is scaled to controls: 0 for no effect and ±100 for the full control effect; nearly all actives have a fitted effect of over 45% in size; many of its hits are not listed in these tables
D3 ag: qHTS of D3 Dopamine Receptor Agonist: qHTS. D(3) dopamine receptor (Homo sapiens), P35462. D3R DiscoveRx beta-arrestin cells, luminescence, 90 min. max activation, %. hit rate 0.58% among 410,000. AID 652048, 2013; in the data active = max activation above about 30%; also: 0% is about no effect; mostly tested at two doses, the higher about 12 µM
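Agonist-mode cell screen: cells plated at 1500/well and incubated overnight at 37 °C, then exposed to library compounds for 90 min at 37 °C. Detection reagent was added for 30–60 min at room temperature, and luminescence was read.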
Starred values were filed as active, the others as inactive; i = inactive; ? = inconclusive; / = not tested or not shown; & = joins results of further samples; [ ] = another dose, or the depositor's remark. Unless noted, calls follow the shape of the dose curve; as a rule, active = well fitted curve in the direction sought with a large enough effect; inconclusive = small, poorly fitted or top-dose-only effect, or another doubt; inactive = no such curve, though single readings can be large; an effect the other way counts as inactive or inconclusive. These rows are one share of the data, so the mix of outcomes need not match the whole.

Order of results: PTHR1 agonist	pAkt inh	EPAC2 agonist	CCT chaperon mod	D3 antag	Mm-Cpn inhibitor	EPAC2 antag	D3 ag
> O=C(N/N=C/c1cc(Br)cc(Br)c1O)c1ccncc1
    -14.5%	i	-1.6%	-2.6	5.3	1.4%	3.3%	7.1
> COc1ccccc1N1CCN(CCNC(=O)Nc2cccc(C)c2C)CC1
    -11.4%	i	-0.1%	-1.2	?	-2.5%	-4.9%	14.3
> CCC(C)NS(=O)(=O)c1ccc(S(=O)(=O)N(CC(=O)Nc2ccccc2)CC2CCCO2)cc1 (centres undefined)
    ?	i	6.9%	-0.1	-15.4	1.2%	-7.3%	-10.8
> COc1ccc(-c2cc(=O)oc3cc(OC(C)C(=O)NCCCn4ccnc4)ccc23)cc1 (centres undefined)
    -8.4%	i	1.1%	0.4	-2.0	-1.9%	2.0%	-4.8
> O=C1/C(=C/c2cccnc2)N=C2CCCCCN12
    -24.8%	i	-9.6%	3.1	-0.9	1.8%	10.6%[57.1 µM]	3.4
> COc1ccc(S(=O)(=O)NCCc2cc3ccc(C)c(C)c3[nH]c2=O)cc1
    -14.0%&-16.2%	i	0.7%	-0.1	3.6	-0.5%	11.5%	4.5&-7.9
> CC/C(O)=C1\C(=O)CC(c2ccccc2)CC1=NC(C)C (centres undefined)
    i	i	-2.7%	-1.8	1.3	0.0%	3.6%	1.7
> COC(=O)c1cc(C(=O)c2ccccc2)n2c(=O)/c(=C\N(C)C)sc12
    i	i	19.3%	-1.3	-18.3	1.6%	-0.9%	-3.7
> CCOC(=O)C1=C(c2ccc(OC)cc2)OC(N)=C(C#N)C1c1cccnc1 (centres undefined)
    i	i	3.6%	0.2	17.0	1.5%	10.3%	-9.5
> O=C(O)CC1CCS(=O)(=O)C1 (centres undefined)
    i	i	3.4%	-1.7	-10.4	-2.8%	-4.4%	0.8
> O=S1(=O)C[C@@H]2N=C(N/N=C/c3ccccc3)S[C@@H]2C1
    -13.8%	i	3.8%	-1.7	-23.0	-2.5%	9.9%	-16.0
> O=S(=O)(CCc1nc2ccccc2[nH]1)c1ccc(Cl)cc1
    i	i	-17.1%	-0.7	4.0	0.8%[15.4 µM]	-6.8%	-0.9
> O=c1cc(-c2ccsc2)oc2cc(-c3ccc4c(c3)OCO4)ccc12
    -21.8%	i	5.4%	-2.7	-17.3	-2.6%	9.7%	0.0
> C[C@@H]1CN([C@@H](C)CO)C(=O)CCCn2nncc2CO[C@H]1CN(C)C(=O)CCC(F)(F)F
    -19.5%	i	2.0%	1.1	-3.8	/	7.1%	-6.6
> CCOCCCNC(=O)N[C@H](C(=O)OC)C(C)CC (some centres undefined)
    i	i	9.4%	1.3	1.0	1.8%	13.0%	2.6
> O=S(=O)(O)c1cc(OS(=O)(=O)c2ccccc2)cc2ccccc12
    -21.0%	i	10.5%	-1.2	3.3	0.0%	6.7%	3.2
> CCC1C(=O)c2ccccc2N(C)C1=O (centres undefined)
    i	i	4.4%	-3.3	7.6	-4.2%	6.6%	2.4
> Cc1nn(C(=O)CNC(=O)c2ccccc2)c(C)c1C
    -0.9%	i	10.5%	-3.0	-16.6	-3.3%	0.9%	-6.9
> Cn1c(=O)c2cc(NC(=O)CCc3cccnc3)ccc2n1Cc1ccc(F)cc1
    -31.8%[inhibitor]	i	26.1%	-1.4	0.0	/	-5.5%	-3.0
> CCOc1ccc(NC(=O)CC2C(=O)N(c3cccc(OC)c3)C(=O)N2CCOC)cc1 (centres undefined)
    i	i	-13.1%	-2.3	-12.2	0.3%	-0.4%	3.2
> CN1OC(CC(=O)O)N(c2ccc(Cl)cc2)C1=O (centres undefined)
    -0.8%[57.5 µM]	i	3.7%	-3.0	23.2	-0.4%	3.0%	1.4
> CC(C)NC(=O)CN(C(=O)CCC(=O)Nc1nccs1)c1ccc2c(c1)OCO2
    -3.0%	i	0.8%	-0.3	6.3	-2.3%	-1.7%	14.8
> CCN1CCN(S(=O)(=O)c2ccc(Cl)c(C(=O)N(C)C3CCCCC3)c2)CC1
    -5.8%	i	6.4%	-0.3	-16.5	/	3.2%	-3.5
> COc1ccc(/C=N/NC(=O)Nc2cccc3nsnc23)cc1OC
    i	i	-4.0%	-0.1	43.5	-0.8%	1.8%	17.5
> COC1Cc2ccccc2N(C(=O)N2CCN(CCO)CC2)c2ccccc21 (centres undefined)
    i	i	-1.8%	-2.1	7.9	-0.3%	9.9%	1.9
> CCOc1cc(C)c(Cl)cc1S(=O)(=O)NCCOC
    i	i	9.5%	0.1	15.4	0.6%	7.3%	7.9
> Cc1ccccc1NC(=O)CSc1nnc(Cc2ccccc2)o1
    i	i	6.0%	-1.4	6.3	-0.4%	3.3%	7.0
> O=C(NCc1cccnc1)c1ccc2nc([C@@H]3O[C@H](CO)[C@H](O)[C@H](O)[C@H]3O)[nH]c2c1
    i	i	13.3%	1.7	40.4	/	5.3%	2.9
> CCN(CC)CCN(C(=O)c1ccc(S(=O)(=O)N2CCCCC2)cc1)c1nc2cc3c(cc2s1)OCO3
    -11.4%	i	2.4%	1.9	-11.7	-1.3%	?	-13.2
> CN1OC[C@@H]2CN(Cc3ccccc3)[C@H](c3cccc(-c4ccc(C#N)cc4)c3)C[C@@H]21
    -29.4%	i	7.9%	1.8	24.2	/	-14.9%	-19.6

An excerpt from above with just PTHR1 agonist and EPAC2 agonist:
structure	PTHR1 agonist	EPAC2 agonist
CN1OC(CC(=O)O)N(c2ccc(Cl)cc2)C1=O (centres undefined)	-0.8%[57.5 µM]	3.7%
COc1ccc(/C=N/NC(=O)Nc2cccc3nsnc23)cc1OC	i	-4.0%
CC(C)NC(=O)CN(C(=O)CCC(=O)Nc1nccs1)c1ccc2c(c1)OCO2	-3.0%	0.8%

Other compounds:
Order of results: PTHR1 agonist	pAkt inh	EPAC2 agonist	CCT chaperon mod	D3 antag	Mm-Cpn inhibitor	EPAC2 antag	D3 ag
> O=C(CSC1=NCCS1)N1N=C(c2cccs2)CC1c1ccc(F)cc1 (centres undefined)
    i	i	9.0%	-0.9	11.1	/	?	6.4
> Cc1c(NC(=S)Nc2ccccc2C(F)(F)F)cccc1[N+](=O)[O-]
    i	i	4.4%	-0.7	15.6	0.3%	-4.0%	-1.9
> CNc1c(NC(=O)c2ccc3c(c2)OCO3)c(=O)oc2ccccc12
    ?	i	-1.7%	1.1	-1.3	0.3%	-9.3%	1.8
> COC(=O)c1cc(Br)c(=O)n(-c2ccc(OC)cc2)c1
    12.1%[57.5 µM]	i	2.6%	1.1	-12.5	-1.3%	-9.4%	2.6
> CCc1ccc(-c2csc(NC(=O)C3=NN(c4ccccc4)C(=O)CC3)n2)cc1
    -49.5%[inhibitor]	i	7.8%	-0.1	89.0	-0.6%	3.8%[57.1 µM]	11.9
> N#C/C(=C\c1cccnc1)C(=O)Nc1ccc(SC(F)F)cc1
    -20.9%	i	8.1%	-2.6	-3.5	1.2%	-9.3%	9.7
> COc1cc(C2C(C#N)=C(C)NC3=C2C(=O)c2ccccc23)cc(OC)c1OC (centres undefined)
    i	i	10.2%	-3.7	-20.3	-1.7%	-0.1%	-11.6
> CCOc1ccc(CNC(=O)c2ccc(NC(=O)C3=CSCCO3)cc2)cc1
    i	i	-14.2%	-5.3	-7.6	-1.8%	-0.4%	1.4
> CC(C)(C)c1cc(=O)n2c(C#N)c(C#N)nc2[nH]1
    i	-89.2%*	-4.7%	0.5	-26.8	-4.2%	10.4%	-1.0
> COc1ccc(-c2nnc3ccc(SCC(=O)Nc4cc(C)on4)nn23)cc1OC
    i	i	-6.8%	-0.5	13.4	2.6%	-13.5%	4.3
> CCNc1nc(NCC)n2c(SCC(=O)Nc3ccc(NC(C)=O)cc3)nnc2n1
    -48.0%[inhibitor]	i	-8.1%	-2.5	2.5	1.1%	7.7%	0.1
> Cc1noc(C)c1NC(=O)Nc1cccc2c1O[C@H](CN(C)S(C)(=O)=O)[C@@H](C)CN([C@H](C)CO)C2=O
    i	i	1.6%	-1.7	23.6	0.9%	-3.8%	0.0
> CC(=O)N/N=C\c1cccc(OC/C=C/c2ccccc2)c1
    i	i	-2.2%	-0.5	14.1	-3.1%	-23.5%	3.6
> O=C1/C(=C/Nc2cccc([N+](=O)[O-])c2)CCc2ccccc21
    -72.5%[inhibitor]	i	-1.8%	-0.3	14.4	-3.0%	18.2%	-7.1
> O=C(NCCN1CCC(n2c(=O)[nH]c3ccccc32)CC1)c1ccccc1Cl
    -37.1%[inhibitor]	i	8.6%	-3.4	-100.4*	/	1.4%	-11.5
> CCOC(=O)Cn1nnnc1C(CC)N(Cc1ccccc1)Cc1cc2cc(C)ccc2[nH]c1=O (centres undefined)
    -20.0%[57.5 µM]	i	-0.1%	-1.9	?	1.1%	-0.4%	-6.1
> O=C(O)CCCC(=O)N1CC(=O)Nc2ccccc21
    9.3%[57.5 µM]	i	0.8%	-1.4	-3.0	0.3%	-0.4%	4.3
> Cc1ccc(S(=O)(=O)N2CCN(C(=O)c3cc(-c4cccs4)nn3-c3ccccc3)CC2)cc1
    i	i	2.0%	-1.9	-0.4	-27.5%	5.6%	-8.4
> COc1cc(OC)c(OC)cc1CN1CCN(c2ccc(F)cc2)CC1
    i	i	5.5%	0.8	-6.6	-0.6%	3.7%	-30.9
